# GSTO1 inh – GSTO1 inhibition, counter-screen for RBBP9 inhibitors; recombinant GSTO1, activity-based probe fluorescence polarization; AID 1974; actives 1.1% (n = 300,000); inhibition, % at 5.96 µM;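 active = inhibition above the campaign mean inhibition plus 3 SD, cut at about 35% in these data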;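 also: 0% = GSTO1-1 with DMSO and 100% = wells lacking GSTO1-1 enzyme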
# Target sequence (P78417 whole entry, looked up): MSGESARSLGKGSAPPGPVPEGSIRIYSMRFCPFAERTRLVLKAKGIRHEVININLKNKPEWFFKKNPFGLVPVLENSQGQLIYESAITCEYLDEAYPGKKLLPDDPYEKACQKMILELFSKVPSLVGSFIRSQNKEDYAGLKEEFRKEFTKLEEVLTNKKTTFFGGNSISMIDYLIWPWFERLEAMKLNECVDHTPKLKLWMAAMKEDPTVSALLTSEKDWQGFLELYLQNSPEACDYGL
# PME-1 primary – PME-1 (human) inhibition; actives 0.53% (n = 320,000); recombinant PME-1, FP-Rh probe fluorescence polarization; Q9Y570; inhibition, % at 5.9 µM;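 active = inhibition above the campaign mean of all compounds plus 3 SD, cut at about 26% in these data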;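 also: competitive labeling of PME-1 active site by serine hydrolase directed probe; 0% = PME-1 with DMSO and 100% = wells lacking PME-1 enzyme; inhibitors block probe labeling so polarization falls and inhibition rises; many of its hits are not listed in these tables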
# Target sequence (Q9Y570 whole entry, looked up): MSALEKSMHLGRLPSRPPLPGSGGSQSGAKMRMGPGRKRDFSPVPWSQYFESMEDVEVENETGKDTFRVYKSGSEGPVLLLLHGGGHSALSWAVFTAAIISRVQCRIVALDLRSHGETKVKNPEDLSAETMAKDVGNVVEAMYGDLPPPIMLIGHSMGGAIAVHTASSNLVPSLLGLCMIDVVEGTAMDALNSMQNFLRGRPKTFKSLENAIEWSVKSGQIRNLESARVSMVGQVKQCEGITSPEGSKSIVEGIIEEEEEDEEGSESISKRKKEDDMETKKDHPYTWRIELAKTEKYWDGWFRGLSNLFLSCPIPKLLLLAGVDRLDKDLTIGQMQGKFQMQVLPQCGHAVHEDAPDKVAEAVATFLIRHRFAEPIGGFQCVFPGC
# MCL1-BIM inh – MCL1-BIM-BH3 interaction inhibition (human). GST-MCL1 / FITC-Bim-BH3 fluorescence polarization. Q07820. inhibition, % at 10.9 µM. actives 0.68% (n = 320,000);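 active = inhibition above the mean inhibition of all tested compounds plus 3 SD, set per campaign, cut at about 40% in these data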;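 also: 0% = DMSO wells and 100% = unlabeled Bim-BH3 peptide control; higher means more loss of mP so more displacement of Bim peptide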
# MEX-5 binding – C. elegans MEX-5 TCR-2 RNA binding activity; Q9XUB2; MEX-5/FITC-TCR2 RNA binding, fluorescence polarization; stronger effect = lower value; activity score (negative = inhibition of binding), % at 10 µM; actives 0.38% (n = 300,000);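 active = inhibition past about -25% in most replicates, and total fluorescence under double the plate's negative control median, limit read from the data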;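 also: 0% = DMSO and -100% = 5 µM competing unlabeled TCR2 RNA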
# Target sequence (Q9XUB2 whole entry, looked up): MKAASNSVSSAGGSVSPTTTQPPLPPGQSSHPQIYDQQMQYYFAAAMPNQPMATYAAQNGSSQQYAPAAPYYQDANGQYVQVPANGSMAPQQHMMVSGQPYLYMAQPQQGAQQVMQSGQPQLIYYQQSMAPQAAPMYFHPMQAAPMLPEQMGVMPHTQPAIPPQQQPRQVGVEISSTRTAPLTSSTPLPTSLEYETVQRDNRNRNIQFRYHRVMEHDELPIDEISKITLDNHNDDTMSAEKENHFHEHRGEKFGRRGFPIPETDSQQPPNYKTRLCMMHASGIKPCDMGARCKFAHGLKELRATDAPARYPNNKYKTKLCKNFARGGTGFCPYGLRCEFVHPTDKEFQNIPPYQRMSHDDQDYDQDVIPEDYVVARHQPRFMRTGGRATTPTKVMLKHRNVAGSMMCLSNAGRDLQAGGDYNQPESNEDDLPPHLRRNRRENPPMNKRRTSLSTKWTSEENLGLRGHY
# TPT1 inhibitor – C. albicans TPT1 enzyme inhibition. recombinant caTPT1, FP RNA substrate dephosphorylation. inhibition, % at 5 µM. actives 0.81% (n = 300,000);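 active = inhibition above the mean of all tested compounds plus 3 SD, set per screening campaign, cut at about 24% in these data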;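 also: plate controls were DMSO alone for no effect and ferristatin control at 100 nM for full effect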
# PAD4 inh – blocks human protein arginine deiminase 4; inhibition, % at 6.36 µM; actives 0.41% (n = 330,000); recombinant PAD4, RCA probe fluorescence polarization; Q9UM07;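 active = percent inhibition above a cutoff equal to the mean of all tested compounds plus 3 SD, cut at about 15% in these data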;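 also: 0% = PAD4 with RCA probe and DMSO and 100% = probe without PAD4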
# Fam108B inh – blocks mouse Fam108B hydrolase in RBBP9 counter-screen | recombinant Fam108B, FP-Rh probe fluorescence polarization | inhibition, % at 9.51 µM | actives 0.33% (n = 300,000);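 active = inhibition above the screen mean inhibition plus 3 SD, computed separately per campaign, cut at about 18% in these data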;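 also: inhibitors lower polarization as less probe binds the enzyme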
# GLD-1 TGE inh – GLD-1-TGE RNA interaction inhibition (C. elegans) | purified GLD-1 + fluorescein TGE RNA, fluorescence polarization | actives 0.44% (n = 320,000) | AID 2280 | inhibition, % at 5.96 µM | Q17339;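 active = percent inhibition above a per-plate cutoff, the plate mean of test compounds plus 3 SD, cut at about 30% in these data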;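 also: 0% = DMSO wells with GLD-1 and probe and 100% = wells lacking GLD-1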
# BCLXL inh – inhibitors of human Bcl-xL. Q07817. inhibition, % at 10.9 µM. GST-Bcl-xL / FITC-Bim BH3 peptide fluorescence polarization. actives 0.7% (n = 320,000);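 active = inhibition above the mean of all tested compounds plus 3 SD, cutoff set per campaign, cut at about 30% in these data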;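 also: 0% = DMSO wells and 100% = unlabeled Bim-BH3 peptide competitor; inhibitors lower millipolarization by displacing the labeled peptide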
# An asterisk follows results filed as active; . = not tested or not shown.
SMILES,GSTO1 inh,PME-1 primary,MCL1-BIM inh,MEX-5 binding,TPT1 inhibitor,PAD4 inh,Fam108B inh,GLD-1 TGE inh,BCLXL inh
CCc1ccc(-c2nnn(CC(=O)N(C3CCCC3)C3CCS(=O)(=O)C3)n2)cc1 (stereo not drawn),.,5,-6,.,.,2,.,-2,-4
CNS(=O)(=O)c1cccc(C(=O)NC2CCCc3ccccc32)c1 (stereo not drawn),18,-5,6,0.8,0,0,-3,5,2
O=CN1CCC(=O)N(Cc2ccccc2)c2ccccc21,-12,-2,5,-1.2,-1,-7,-1,1,5
CC(C)c1ccc(NC(=O)COc2nnc(-c3cccs3)c(-c3cccs3)n2)cc1,2,-7,-1,3.2,0,-4,-7,5,2
CC(NC(=O)c1ccc(N2CCCC2=O)cc1)c1ccccc1 (stereo not drawn),3,0,2,-1.6,0,-1,-4,0,0
Cc1ccsc1/C=N/NC(=O)C(O)c1ccccc1 (stereo not drawn),3,2,5,2.0,-4,-2,-1,-3,1
CCCNC(=O)N1CCC(c2nc3ccccc3s2)CC1,-2,-6,7,-0.6,-5,-2,11,2,5
Cc1ccc(S(=O)(=O)N(Cc2ccc(C(F)(F)F)cc2)C(=O)N2CCN(C)CC2)cc1,11,2,2,-0.2,-1,-1,0,8,4
CCc1nc2c(C#N)c(-c3ccc(Cl)cc3)ccn2n1,-2,0,-7,2.6,-6,2,4,-1,4
Cc1ccc2c(CC(=O)NC3CCS(=O)(=O)C3)coc2c1C (stereo not drawn),-11,3,5,1.3,3,-5,0,1,8
COc1cccc(C(=O)N2CCn3c2nc2ccccc23)c1,5,3,7,-0.5,-3,-2,2,-1,4
Cc1nnc(NC(=O)CC(C)c2ccccc2)s1 (stereo not drawn),5,-5,-3,-1.4,2,-3,2,-3,5
CCCS(=O)(=O)N1CCN(Cc2ccc3c(c2)c2ccccc2n3CC)CC1,4,-17,7,-0.5,0,0,0,7,7
C=CCN1c2ccccc2[C@]23C[C@@H](C(=O)OC)N=C2NC(C(=O)OC)=C(C(=O)OC)[C@H]13,1,7,-3,-0.7,-1,0,2,4,-1
O=C(NC(=S)Nc1ccc(Cc2ccncc2)cc1)c1ccccc1,-1,-2,6,1.9,-2,0,1,5,7
CC(C)OC(=O)c1cc(NC(=S)Nc2ccc([N+](=O)[O-])cc2)cc(C(=O)OC(C)C)c1,-2,-10,5,-1.7,-1,-3,-42,3,3
Oc1c(Cl)cc(CN2CCOCC2)c2cccnc12,.,1,21,.,.,-6,.,4,4
Cc1cccc(N(Cc2cc3ccccc3[nH]c2=O)C(=O)c2cccs2)c1,-6,13,-2,-0.4,-3,-7,2,3,-1
CCCC(C)(C)NC(=O)CCCCC(=O)NC(C)(C)CCC,-9,-1,-3,-0.6,1,2,0,-3,1
Cc1ccc(NC(=S)N2CCN(c3ccccc3F)CC2)c(C)c1,-1,9,7,0.6,0,-3,-2,8,3
CN=C(Nc1ccccc1)SC1CC(=O)N(c2cccc(OC)c2)C1=O (stereo not drawn),-2,-2,3,-0.8,2,-1,-2,-2,3
COc1ccc(C(=O)C2CCCN(C(=O)c3cc4nc(C)cc(C)n4n3)C2)cc1F (stereo not drawn),-2,5,-10,-0.2,-1,0,-3,-2,-1
CCOC(=O)C1=C(C)NC(C)=C(C(=O)OCC)C1C(=O)OCC(=O)c1ccc2c(c1)OCCO2,-4,5,3,-1.5,-3,3,4,-3,3
O=C(NNC(=O)C1CC=CCC1)c1cccc(Br)c1 (stereo not drawn),6,-6,-1,.,-5,2,1,4,1
COc1ccccc1COCC(O)CN1CCN(S(=O)(=O)c2cccc(F)c2)CC1 (stereo not drawn),.,-4,2,.,.,-1,.,4,-3
Cn1c(=O)cc(OCC(=O)N2CCN(c3cccc(C(F)(F)F)c3)CC2)c2ccccc21,-3,-1,4,-0.4,-3,0,-5,6,3
Cn1c(-c2ccc(F)cc2)cnc1NCc1cccc([N+](=O)[O-])c1,6,6,-4,-3.0,0,-3,0,6,4
Cc1nn(-c2ccccc2)c(N)c1C1(O)C(=O)N(C)c2ccccc21 (stereo not drawn),-2,1,-2,1.1,-1,5,-5,1,7
Cc1csc2nc(CCNS(=O)(=O)c3ccc4c(c3)OCCO4)cn12,-4,-2,7,5.6,7,-2,4,5,9
O=C(NCCn1ccc2ccccc21)c1ccc2c(c1)OCO2,4,0,0,0.0,1,3,-4,10,0
COc1ccccc1C(=O)COC(=O)COc1cccc2c1OC(C)(C)C2,2,1,-11,6.6,-2,-2,-1,-4,-2
COc1ccc(C(=O)NCCCCc2ccccc2)cc1,4,-7,1,0.4,2,-3,-1,6,1
CCOc1ccc(N2CC(C(=O)OCC(=O)NCc3ccccc3)CC2=O)cc1 (stereo not drawn),13,8,-5,2.4,-2,3,3,-7,0
CCc1ccccc1NC(=O)C1CCCN1S(=O)(=O)c1ccc2c(c1)n(C)c(=O)c(=O)n2C (stereo not drawn),0,-7,6,0.6,1,2,0,2,6
Cc1cccc(OCc2n[nH]c(=S)o2)c1C,0,2,-31,-0.3,2,3,2,1,-28
COc1cc(OC)cc(C(=O)OCn2nnc3ccccc3c2=O)c1,5,4,-2,0.8,1,0,1,6,5
COc1ccc(S(=O)(=O)NCC2CCCN(C(=O)CCC(F)(F)F)C2)cc1 (stereo not drawn),2,6,15,1.2,-7,-2,6,5,3
CS(=O)(=O)c1ccccc1C(=O)N1CCN(Cc2ccccc2)CC1,-9,-6,-5,-0.9,4,-1,-1,5,5
COc1ccc2c(c1)c1ncn(CCCN3CCOCC3)c(=O)c1n2C,2,0,-4,0.8,2,-9,-1,-5,-7
Cc1nc2c(S(=O)(=O)c3ccccc3)cnn2c(C)c1C,1,-4,-4,-2.1,-2,4,3,1,-9
O=c1[nH]c(N/N=C\c2ccc(F)cc2)nc2ccccc12,-16,17,-1,0.0,3,0,0,25,-1
Cc1ccc2cc(CCNC(=O)c3c(-c4ccccc4Cl)noc3C)c(=O)[nH]c2c1,-1,1,8,-2.1,-2,-1,1,2,5
CC(C)(C)c1ccc(C(=O)NCCc2ccccc2)cc1,0,-1,2,-0.1,-3,-2,-3,6,1
Cc1nc(NC(=O)c2cccnc2)ccc1Br,-2,-2,2,-4.1,-4,-2,-3,9,5
O=C(CCCn1c(SCC(=O)c2ccc(O)c(O)c2)nc2ccccc2c1=O)NCC1CCCO1 (stereo not drawn),44*,3,21,-2.2,3,-4,-3,1,3
CC(=O)Nc1ccc(OS(=O)(=O)c2cc(Cl)ccc2C)cc1,6,1,5,-3.7,4,1,1,2,0
CCS(=O)(=O)NCCc1cc2c(OC)ccc(OC)c2[nH]c1=O,6,-6,-7,-0.7,-4,-5,6,7,0
CNC(=O)c1ccccc1S(=O)c1ccccc1COC(C)=O (stereo not drawn),12,6,-1,5.4,2,-2,1,3,0
Cc1ccc(C(=O)CN(C(=O)c2ccc(Cl)cc2)N2C(=O)c3ccccc3C2=O)cc1,-2,-2,0,-0.8,-2,-4,3,0,5
CC(=O)c1ccc(-n2nncc2C)cc1,11,0,4,2.1,-5,3,3,6,3
c1ccc(-c2cnc(-c3ccccn3)nn2)cc1,1,3,-5,-0.1,-2,-4,2,-1,-2
COc1ccc(S(=O)(=O)Nc2ccccc2C)cc1C(=O)N1CCOCC1,-8,-2,-3,-0.6,2,-3,3,4,0
COc1cccc(C(C(=O)NC2CCCC2)N(C(=O)c2ccco2)c2ccc(NC(C)=O)cc2)c1OC (stereo not drawn),2,-8,7,-2.7,1,1,-5,1,3
O=C(COc1ncnc2ccccc12)Nc1ccccc1[N+](=O)[O-],4,1,-5,2.0,-1,-3,1,5,3
CC1CCC2CCCCC2N1C(=O)c1cc([N+](=O)[O-])cc([N+](=O)[O-])c1 (stereo not drawn),4,-7,7,1.7,0,1,-4,-1,4
O=C(CCCN1C(=O)c2ccccc2C1=O)N1CCc2ccccc2C1,-11,1,3,0.3,-2,-5,-2,8,3
COc1ccc(C2CC(=O)Oc3c(C(CCN4CCN(c5ccccc5)CC4)c4ccc(N(C)C)cc4)c(OC)cc(OC)c32)cc1 (stereo not drawn),8,5,12,-0.8,0,-2,6,3,2
CCOc1ccc(OCCOC(=O)CNC(=O)c2ccc(Cl)cc2Cl)cc1,-2,-1,-16,0.8,-8,-3,-1,7,-9
Cc1ccccc1Oc1ncccc1C(=O)/C(C#N)=C/N(C)C,-4,-1,1,2.1,-3,-4,-1,1,-2
C/C(=N\NC(=S)NC1CCCCC1)c1c(F)cccc1F,-17,-4,1,0.7,1,-5,-9,6,-1

# Next section:
SMILES,GSTO1 inh,PME-1 primary,MCL1-BIM inh,MEX-5 binding,TPT1 inhibitor,PAD4 inh,Fam108B inh,GLD-1 TGE inh,BCLXL inh
CNS(=O)(=O)c1ccc(N=Cc2c(C)[nH]n(-c3ccc(C)cc3C)c2=O)cc1,-3,-5,-2,0.7,-4,-3,-5,-2,2
N#CC1C(C#N)N2CCCN2C1c1ccc(Cl)cc1 (stereo not drawn),0,0,0,0.6,-2,-4,2,-1,3
CCCn1c(SCc2cc(=O)oc3ccc4ccccc4c23)n[nH]c1=O,2,3,16,-1.9,-6,-5,-2,4,10
COc1ccc(-c2cn(CCO)nc2-c2ccc(OC)cc2)cc1,5,-4,8,0.6,0,3,1,7,9
O=C(NC1CCCc2ccccc21)c1cccc(S(=O)(=O)N2CCN(c3ccccc3)CC2)c1 (stereo not drawn),-12,-1,-14,2.9,-3,-14,-15,-8,-13
COc1ccc(NC(=S)NCc2ccco2)c(OC)c1,1,-2,7,2.4,0,-1,4,0,0
O=C(CCc1nc(-c2ccccc2F)no1)NC1CCCCCC1,5,-4,-5,1.8,0,0,-2,-3,6
CCCCN1C(=O)c2ccc(C(=O)Nc3c(N)n(CCCC)c(=O)n(C)c3=O)cc2C1=O,2,-9,-2,1.0,-3,-4,2,4,3
CC(C)Cn1c(SCC(=O)Nc2ncccn2)nc2ccccc21,2,-1,3,0.5,3,-3,2,-7,-1
Cc1ccc(/C(O)=C2\C(=O)C(=O)N(CCc3c[nH]c4ccccc34)C2c2cccnc2)cc1 (stereo not drawn),7,3,-3,0.2,-1,3,4,6,1
O=C(Cn1cnc([N+](=O)[O-])n1)NC1CC1,6,0,2,-0.5,-1,-3,5,0,3
Cc1[nH]c2ccc(C(C)C)cc2c1CC(=O)O,9,1,-1,-2.3,0,2,1,13,5
O=C(Nc1nc2ccccc2s1)c1cc2c(s1)-c1ccccc1OC2,-2,-13,-1,1.5,2,-4,-31,-1,-6
COc1ccc(NC(=O)/C(C#N)=C\c2cc(OC)c(OCc3ccc(C(=O)O)cc3)cc2Br)cc1,6,3,8,-0.8,2,0,1,6,6
Cc1ccc(/C=C/C(=O)OCC(=O)NCc2ccc(Cl)cc2)o1,.,5,1,.,.,-1,.,4,-1

# Record cards, as listed above.
# `COc1ccc(NC(=O)/C(C#N)=C\c2cc(OC)c(OCc3ccc(C(=O)O)cc3)cc2Br)cc1` across the screens: GSTO1 inh = 6; PME-1 primary = 3; MCL1-BIM inh = 8; MEX-5 binding = -0.8; TPT1 inhibitor = 2; PAD4 inh = 0; Fam108B inh = 1; GLD-1 TGE inh = 6; BCLXL inh = 6
# `O=C(Cn1cnc([N+](=O)[O-])n1)NC1CC1` across the screens: GSTO1 inh = 6; PME-1 primary = 0; MCL1-BIM inh = 2; MEX-5 binding = -0.5; TPT1 inhibitor = -1; PAD4 inh = -3; Fam108B inh = 5; GLD-1 TGE inh = 0; BCLXL inh = 3

# Source: PubChem (several laboratories)

# Some of the compounds tested; count on the stated rates, not on these rows.
